High-throughput results as filed in PubChem BioAssay.
ERAP1 inh = inhibitors of human ERAP1 aminopeptidase; recombinant ERAP1, Leu-AMC fluorescence, 60 min; inhibition, % at 10.7 µM; actives 0.15% (n = 340,000); AID 652197;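 active = mean replicate inhibition of at least 30%, or all replicates individually reaching that 30% level; inactive = mean below 30% and not every replicate reaching it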;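 also: 0% = neutral control wells and 100% = L-leucinethiol positive control wells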
RAD52 anneal inh = blocks human RAD52 DNA annealing. P43351. actives 0.46% (n = 360,000). recombinant RAD52 DNA annealing, FRET fluorescence. inhibition, % at 18.7 µM. AID 651710;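 active = every replicate showing at least 50% inhibition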
RAD54 branch = blocks human RAD54 Holliday junction branch migration | FAM/BHQ fluorescence | inhibition, % at 10.4 µM | actives 0.14% (n = 360,000);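 active = mean normalized replicate activity at least 40 and at least half of replicates scoring 40 or more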;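 also: 0% = median of neutral control wells and 100% = median of positive control wells; inhibitors cause a drop in the FAM fluorescence signal; in these data hits start at about 50%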
Target sequence (Q92698 whole entry, looked up): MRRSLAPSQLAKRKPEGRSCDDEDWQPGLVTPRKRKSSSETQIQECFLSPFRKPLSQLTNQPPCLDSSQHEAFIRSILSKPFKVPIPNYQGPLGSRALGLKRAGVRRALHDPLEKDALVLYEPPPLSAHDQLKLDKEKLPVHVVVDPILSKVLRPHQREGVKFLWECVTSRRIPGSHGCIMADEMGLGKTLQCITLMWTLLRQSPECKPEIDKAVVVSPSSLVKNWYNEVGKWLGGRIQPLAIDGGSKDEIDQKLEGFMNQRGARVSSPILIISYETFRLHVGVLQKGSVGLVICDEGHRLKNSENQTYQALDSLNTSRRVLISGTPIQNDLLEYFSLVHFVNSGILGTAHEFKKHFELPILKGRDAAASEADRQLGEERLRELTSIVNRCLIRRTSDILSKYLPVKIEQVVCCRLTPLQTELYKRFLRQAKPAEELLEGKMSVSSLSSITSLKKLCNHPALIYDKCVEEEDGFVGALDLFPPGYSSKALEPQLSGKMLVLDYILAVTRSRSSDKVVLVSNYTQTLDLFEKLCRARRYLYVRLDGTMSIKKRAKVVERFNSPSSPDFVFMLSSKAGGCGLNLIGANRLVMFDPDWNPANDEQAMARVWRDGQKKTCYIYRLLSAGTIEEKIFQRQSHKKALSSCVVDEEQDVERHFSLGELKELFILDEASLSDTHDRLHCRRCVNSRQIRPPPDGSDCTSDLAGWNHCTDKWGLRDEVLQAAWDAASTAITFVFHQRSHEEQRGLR
esBAF inh = SWI/SNF esBAF complex inhibition. mouse ES cells, Bmi1-luciferase knock-in reporter, 24 h; 100% = twice the neutral-well signal. actives 2% (n = 350,000). reporter increase, % at 12.5 µM; in the data active = activation above about 40%;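 also: 0% = median of the plate's neutral control wells and 100% = double that signal; a rise in the Bmi1 reporter signal indicates esBAF inhibition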
GSIS activator = GLuc luminescence reporter in INS-1E cells, primary screen for activators of glucose-dependent secretion of insulin. INS-1E GLuc reporter insulin secretion, 2-3 h. activation, % at 16.6 µM. actives 0.61% (n = 370,000). AID 743287;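 active = lowest replicate activation of at least 40%, so every replicate reaches that level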;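 also: 0% = median of neutral control wells and 100% = median of IBMX positive control wells; some compounds called inactive have numbers as strong as hits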
CFTR F508del cor = CFTR F508del correction in bronchial cells | CFBE cells, YFP halide quenching; stimulated with forskolin plus potentiator P3; % fluorescence drop versus neutral controls | activity (quench increase), % at 7.58 µM | actives 0.36% (n = 350,000) | AID 720511;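 active = mean added fluorescence quench of at least 8% versus neutral control, with both replicates also reaching 8%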;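 also: cells transiently co-express mutant CFTR-F508del with the halide-sensitive YFP; corrector assay measuring rescue of mutant channel to the surface after 24 h compound exposure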
ARNT TACC3 PPI = disrupts binding between human ARNT and TACC3. Q9Y6A5. AlphaScreen His-ARNT PAS-B/GST-TACC3 binding, luminescence; TACC3 fragment carries E629A point mutation. inhibition, % at 9.99 µM. actives 0.66% (n = 390,000). AID 623870;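 active = mean inhibition of replicates at least 50% and at least half of replicates each reaching 50%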;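 also: 0% = complete ARNT plus TACC3 wells and 100% = ARNT alone without TACC3; many hits fall short of the cut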
Xi reactivation = activators of X-chromosome reactivation in mouse fibroblasts; XiGFP mouse fibroblasts, % GFP-positive cells imaging, 3 d; cells co-treated with 5-aza-dC sensitizer; scaled so ellipticine positive control = 100%; activation, % at 7.58 µM; actives 0.055% (n = 360,000);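 active = mean normalized replicate activation at least 10% and every replicate at or above 10%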;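 also: 0% = median of on-plate neutral control wells and 100% = ellipticine 6 µM median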
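Material: SV40-immortalized XiGFP fibroblast cells, line 68-5-11 | Buffer or medium: DMEM containing 5-aza-dC | Dosing: One concentration, pinned | Times: 3 d treatment, 15 min room-temperature fixation | Controls: Ellipticine 6 µM positive control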
* hit, by the source's call; · = no result given; & = joins results of further samples.

SMILES | ERAP1 inh | RAD52 anneal inh | RAD54 branch | esBAF inh | GSIS activator | CFTR F508del cor | ARNT TACC3 PPI | Xi reactivation
O=C(c1ccc2c(c1)OCCO2)N1CCN(c2ncc(C(F)(F)F)cc2Cl)CC1 | -7 | 6 | 3 | -7 | -13 | 4.5 | · | 0.1
CC(=O)Nc1cccc2c1C(=O)N(c1ccccc1OC(C)=O)C2=O | 0 | -3 | 6 | -2 | 3 | -1.1 | -3 | 0.0
Cc1noc(C)c1NC(=O)N(C)C[C@H]1Oc2ccc(NC(=O)CCC(F)(F)F)cc2C(=O)N([C@H](C)CO)C[C@@H]1C | -6 | -11&-14 | -13&1 | 0&0 | 17&12 | -3.1&-3.5 | 2&-7 | 0.4&0.1
Cc1ccc(N(C(C)C(=O)NCc2ccncc2)S(C)(=O)=O)cc1C (stereo not given) | 1 | -7 | 2 | -5 | 6 | 2.8 | -5 | 0.0
O=C1CCC(C(=O)N2CCC(CCO)CC2)CN1Cc1ccc(Cl)cc1 (stereo not given) | 1 | -4 | -2 | -5 | 8 | -0.8 | 1 | 0.1
CC(=O)N1CCc2cc(S(=O)(=O)N3CCCCC3C)ccc21 (stereo not given) | -3 | -10 | 8 | -5 | 7 | 0.1 | 4 | 0.0
Cc1ccc(OCCCC(=O)Nc2cc(S(=O)(=O)N3CCOCC3)ccc2N2CCOCC2)cc1 | -5 | -5 | -7 | · | 0 | -1.2 | 15 | 0.2
CCCN1C(C)C(C(=O)OCC)=CN(Cc2ccc(Br)cc2)S1(=O)=O (stereo not given) | 0 | 0 | 7 | -4 | -25 | 0.7 | -4 | 0.4
CCN(CC)CCNC(=O)Cn1nc(Cc2cccnc2)c2ccccc2c1=O | -3 | 8 | 11 | 3 | · | -0.4 | 3 | 0.9
Cc1ccc(CSCC(=O)Nc2cc(S(=O)(=O)N3CCOCC3)ccc2OCC(F)(F)F)cc1 | 1 | -19 | 10 | -3 | -34 | 1.8 | · | -0.1
O=C(C[C@@H]1C=C[C@@H](NC(=O)c2ccc3c(c2)OCO3)[C@H](CO)O1)NCc1ccc(Oc2ccccc2)cc1 | -10 | -16 | 2 | 4 | 0 | -1.6 | -19 | 0.3
CN1[C@@H](CC(=O)c2ccccc2)CCC[C@H]1C[C@H](O)c1ccccc1 | -3 | 0 | 4 | -8 | · | -1.9 | -5 | -0.3
C[C@@H]1CN([C@H](C)CO)C(=O)c2cccc(NC(=O)C3CC3)c2O[C@H]1CN(C)C(=O)NC1CCCCC1 | -5 | 10 | 12 | 2 | 14 | 2.6 | 12 | -1.0
O=C(CSc1nc2ccccc2c(=O)n1-c1ccccc1)NC(=O)CN1CCCC1=O | -1 | -8 | · | · | 13 | 2.8 | -7 | 0.0
Cn1ccnc1C(=O)c1cc(=O)c2ccccc2o1 | -1 | -20 | -10 | 22 | 14 | · | 4 | ·
CCCCc1cc(=O)oc2cc(OCC(=O)N3CCC(C(=O)O)(c4ccccc4)CC3)ccc12 | 2 | -15 | -6 | -1 | -3 | 0.4 | 11 | ·
C[C@H](CO)N1C[C@H](C)[C@H](CN(C)Cc2ccccc2)Oc2ccc(NC(=O)Cn3cnnn3)cc2CC1=O | -1 | -4 | -12 | 3 | 2 | -2.6 | -13 | -0.1
O=C(O)CC1(CC(=O)Nc2ccccc2Br)CCCC1 | -6 | -11 | · | · | 6 | · | 18 | 0.1
C[C@@H]1CN([C@H](C)CO)C(=O)c2cccc(NC(=O)C3CC3)c2O[C@H]1CN(C)C | -1 | 9 | 2 | -4 | 8 | 4.1 | 0 | 0.0
CO[C@H]1CN(C)C(=O)c2cc(NC(=O)C3CC3)ccc2OC[C@@H](C)N(C(=O)c2ccncc2)C[C@@H]1C | 1 | -4 | -3 | -3 | -4 | 0.4 | -14 | -0.2
CCCNC(=O)N1CC2(CN(C(=O)C3CCOCC3)C2)c2c([nH]c3cc(OC)ccc23)[C@@H]1CO | -2 | -13 | · | · | 0 | 1.4 | · | 0.1
O=C(OCCN1CCCC1=O)c1cncc(Br)c1 | -4 | -7 | 9 | -4 | 19 | -0.4 | -3 | ·
C[C@@H]1CN([C@H](C)CO)C(=O)c2cccc(NC(=O)c3ccc(-c4nccs4)cc3)c2O[C@@H]1CN(C)Cc1ccncc1 | 1 | 2 | -10 | -2 | -5 | 0.8 | -1 | -0.1
O=C(O)CN1C(=O)/C(=C\c2cc(Br)ccc2OCc2ccccc2Cl)SC1=S | 6 | -20 | -3 | 11 | 5 | -1.9 | 6 | 0.0
COC(=O)C1=C(C)Nc2c(c(=O)n(C)c(=O)n2C)C1c1ccncc1 (stereo not given) | · | · | -2 | 1 | 0 | · | 3 | -0.2
Cc1nnc(N/N=C/c2cc([N+](=O)[O-])c(N3CCC(C)CC3)cc2N2CCC(C)CC2)n1N | · | · | -5 | -18 | -14 | · | 15 | ·
O=C(C[n+]1ccccc1)NNc1ccccc1 | 1 | 3 | 0 | -4 | 3 | 2.1 | · | 0.0
CC(C)C[C@H]1CN(CCCC[C@@H]2CNC(=O)C(=O)N2CC2CCCCC2)C(=O)C(=O)N1CC1CCCCC1 | -1 | -6 | · | · | 1 | 0.2 | · | -0.1
CC(C)OC(=O)c1c(NC(=O)C2CC=CCC2C(=O)O)sc2c1CCCCC2 (stereo not given) | -32 | -14 | 2 | -9 | 12 | 2.0 | -1 | 0.1
O=C1NC2(CCCCC2)C(=O)N1CCS(=O)(=O)Oc1ccc(Br)cc1 | 0 | -13 | · | · | -5 | 1.6 | -6 | 0.0
C=CCNC(=O)C(=O)NCC(c1ccc2c(c1)OCO2)N1CCN(c2ccc(F)cc2)CC1 (stereo not given) | 2 | -3 | -5 | -2 | 0 | -3.1 | 7 | 0.1
Cc1cccc(-n2ncc3c2CCCC3NC(=O)C2=CC(=O)CC(C)(C)O2)c1C (stereo not given) | -9 | -16 | -8 | 5 | -27 | -0.5 | -13 | 0.1
Cn1nccc1NC(=O)NC(=O)c1c(Cl)cccc1Cl | 9 | -2 | · | · | 15 | 0.7 | -4 | 0.3
CO[C@H]1CN(C)C(=O)c2cc(NC(C)=O)ccc2OC[C@@H](C)N(C(=O)c2ccc(F)cc2)C[C@H]1C | · | -4 | -3 | 1 | -1 | -3.5 | -3 | 0.3
C[C@H](CO)N1C[C@H](C)[C@@H](CN(C)C(=O)Cc2cccnc2)Oc2ncc(C#Cc3ccccc3F)cc2C1=O | 1 | 4 | 3 | -4 | 2 | -0.6 | -6 | 0.3
CCN1C[C@@H]2[C@@H]3C(=O)N(C)C(=O)[C@@H]3[C@](CC)(C(=O)OC)N2C1=NC | 6 | -8 | -1 | -7 | 4 | 3.7 | -8 | 0.1
Cn1c(=O)c2cc(NC(=O)NCc3ccc(F)cc3)ccc2n1C | 4 | -10 | -1 | 2 | 11 | 1.2 | · | 0.2
CS(=O)(=O)Nc1ccc2c(c1)[C@@H]1C[C@@H](CC(=O)N3CCc4ccccc4C3)O[C@H](CO)[C@@H]1O2 | 1 | -10 | -10 | 6 | 14 | -4.4 | -2 | 0.3
COc1cc(/C=N/Nc2ccc(S(N)(=O)=O)cc2[N+](=O)[O-])cc(OC)c1O | · | -5 | · | · | 5 | 3.4 | -2 | 0.7
COCCNC(=O)C1(C)CCCN(Cc2ccc(-c3ccccn3)cc2)C1 (stereo not given) | -3 | 1 | -12 | 7 | · | 4.0 | · | 0.1
COc1ccccc1C(=O)N/C(=C\c1cn(C)c2ccccc12)C(=O)NCCN1CCOCC1 | 2 | -6 | -11 | -5 | -9 | 3.3 | · | 0.0
COCC#Cc1ccc([C@@H]2[C@H](CO)N3C(=O)CN(C(=O)C4CCCC4)C[C@@H]23)cc1 | -3 | -30 | · | · | 2 | -0.2 | · | 0.5
C[C@@H]1CN([C@@H](C)CO)C(=O)c2cc(NS(=O)(=O)c3ccccc3)ccc2O[C@@H]1CN(C)Cc1ccccc1 | 0 | 6 | -3 | -1 | 7 | 0.2 | 23 | 0.1
Cn1c2c(c3ccccc31)CCN=C2c1ccccc1 | 1 | -25 | -6 | · | 15 | -0.2 | 9 | 0.0
CCOc1cc(-c2cc(-c3ccc(NC(C)=O)cc3)nc(N)c2C#N)ccc1O | 2 | -51 | -9 | 6 | -10 | 0.5 | 2 | 0.1
S=c1[nH]ncn1/N=C/c1ccco1 | 6 | -2 | 3 | 1 | · | 0.3 | · | 0.1
O=C(CN1CCN(S(=O)(=O)c2cccc(Cl)c2)CC1)N1CCCCC1 | 3 | -21 | -9 | -1 | -4 | -4.0 | -7 | -0.2
CO[C@@H]1CN(C)C(=O)c2ccc(NC(=O)C3CCCC3)cc2OC[C@@H](C)N(S(=O)(=O)c2ccc(Cl)cc2)C[C@H]1C | 0 | 5 | -12 | 5 | · | -3.1 | 7 | ·
CN1c2ccc(-c3cccc(F)c3)cc2[C@@H]2[C@@H](CCN2C(=O)c2cccc(F)c2)[C@@H]1CO | -6 | -2 | · | · | -19 | 0.2 | · | 0.0
Cc1noc(C)c1NC(=O)Nc1ccc2c(c1)CC(=O)N([C@@H](C)CO)C[C@@H](C)[C@@H](CN(C)S(=O)(=O)c1ccc(Cl)cc1)O2 | 3 | 3 | 5 | -9 | -3 | -0.5 | 1 | 0.4
COc1ccc(S(=O)(=O)N(C)C[C@H]2Oc3ccc(NC(=O)C4CC4)cc3C(=O)N([C@@H](C)CO)C[C@H]2C)cc1 | -1 | 7 | -6 | -10 | 4 | -0.4 | -9 | -0.5
N#Cc1cccc(C#N)c1Oc1ccc(S(=O)(=O)Nc2ccc(Cl)cc2)cc1 | 2 | -14 | · | · | -33 | 0.7 | -8 | 0.0
